Screening data deposited in PubChem by National Center for Advancing Translational Sciences (NCATS).
HCV inhibitor: blocks hepatitis C virus. Huh7.5.1 HCVcc-Cre infection, luciferase reporter, 44 h. 3.4% of 340,000 active. Potency, µM (highest dose often 41.8 µM), for inactives: top-dose activity change, negative = inhibition, actives largely listed as inhibitors; further: potency means the concentration at half of the fitted maximal effect
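Infectious HCV cell culture screen: compound-treated cells (1,000/well, pre-plated 4 h) are infected with HCVcc-Cre at roughly 0.5 moi and grown 44 h. Infection is quantified by luciferase signal after 15 min substrate incubation at room temperature.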
Sm TGR block: S. mansoni TGR enzyme inhibition; purified TGR, DTNB reduction, TNB absorbance 405 nm; Potency, µM (titrated, usually from 114 µM), without a hit: top-dose activity change, negative = inhibition, hits mostly inhibitors; 3% of 360,000 active; Q962Y6; further: potency means the concentration at half of the fitted maximal effect; nearly all actives have a fitted effect of over 60% in size
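First, TGR (20 nM dispensed) and NADPH were mixed with compound. Second, a 15 min room-temperature incubation followed. Third, further NADPH and then DTNB were added to start the reaction. Finally, TNB absorbance was monitored kinetically.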
AmpC no deterg: inhibitors of E. coli AmpC beta-lactamase without detergent; AmpC nitrocefin hydrolysis, absorbance 480 nm, 0.0001% Triton; AID 485341; Potency, µM (titrated, usually from 57.1 µM), for the others: top-dose activity change, negative = inhibition, usual class: inhibitors; P00811; 0.52% of 330,000 active;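 further: potency means the concentration at half of the fitted maximal effect; plate controls were no compound for no effect and no enzyme for full effect; nearly all actives have a fitted effect of over 20% in size; some results filed as inactive show a strong effect at the top dose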
Target sequence (P00811 whole entry, looked up): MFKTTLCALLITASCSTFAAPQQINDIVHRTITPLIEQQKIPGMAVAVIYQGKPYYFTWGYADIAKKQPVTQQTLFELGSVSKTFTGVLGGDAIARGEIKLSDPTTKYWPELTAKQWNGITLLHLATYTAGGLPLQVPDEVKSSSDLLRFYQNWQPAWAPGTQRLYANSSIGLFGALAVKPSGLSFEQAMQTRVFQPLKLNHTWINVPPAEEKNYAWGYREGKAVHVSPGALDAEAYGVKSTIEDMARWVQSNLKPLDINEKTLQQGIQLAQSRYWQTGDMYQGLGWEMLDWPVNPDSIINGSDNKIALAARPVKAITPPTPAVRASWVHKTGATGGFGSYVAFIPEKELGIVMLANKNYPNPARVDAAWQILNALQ
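AmpC (5.3 nM in the dispensed reagent) in 20 mM phosphate pH 7.0 with 0.01% (detergent screen) or 0.0001% Triton X-100 was preincubated with compounds for 15 min at room temperature. Nitrocefin was then added from an 800 uM solution, and hydrolysis was followed at 480 nm.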
HCMV antiviral: blocks human cytomegalovirus replication | AID 1259415 | HFF cells, HCMV-luciferase reporter, 72 h; stronger effect = lower value | 4.5% of 410,000 active | activity change, negative = inhibition, % at 57.5 µM; in the data active means activity change below about -60%; inconclusive means no clear call, values can overlap the other calls; inactive means above about -39%
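Two-dose cell screen: HFF monolayers treated with compounds and infected with luciferase-expressing HCMV at 1 PFU/cell, 72 h at 37C, then lysed for luciferase measurement.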
AmpC inh detg: blocks E. coli AmpC beta-lactamase in detergent assay. Potency, µM (titrated, usually from 114 µM), for inactives: top-dose activity change, negative = inhibition, actives largely listed as inhibitors. P00811. AmpC hydrolysis of nitrocefin, absorbance 480 nm, 0.01% Triton. 0.041% of 370,000 active;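 further: potency means the concentration at half of the fitted maximal effect; 0% = no-compound wells and -100% = no-enzyme wells; nearly all actives have a fitted effect of over 25% in size; some results filed as inactive show a strong effect at the top dose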
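20 mM phosphate pH 7.0 + 0.01% (detergent screen) or 0.0001% Triton X-100; 5.3 nM AmpC reagent; cpd preinc 15 min RT; nitrocefin (800 uM stock) to start; A480 q20 s × 4 min; Activity was normalised to no-enzyme and no-compound control wells.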
Giardia FBPA inh: inhibitors of Giardia lamblia fructose-1,6-bisphosphate aldolase; A8B2U2; Potency, µM (highest dose often 59.6 µM), for the others: top-dose activity, negative = inhibition, actives largely listed as inhibitors; purified Giardia FBPA; AID 2451; 0.71% of 290,000 active; further: potency means the concentration at half of the fitted maximal effect; nearly all actives have a fitted effect of over 55% in size
Target sequence (A8B2U2 whole entry, looked up): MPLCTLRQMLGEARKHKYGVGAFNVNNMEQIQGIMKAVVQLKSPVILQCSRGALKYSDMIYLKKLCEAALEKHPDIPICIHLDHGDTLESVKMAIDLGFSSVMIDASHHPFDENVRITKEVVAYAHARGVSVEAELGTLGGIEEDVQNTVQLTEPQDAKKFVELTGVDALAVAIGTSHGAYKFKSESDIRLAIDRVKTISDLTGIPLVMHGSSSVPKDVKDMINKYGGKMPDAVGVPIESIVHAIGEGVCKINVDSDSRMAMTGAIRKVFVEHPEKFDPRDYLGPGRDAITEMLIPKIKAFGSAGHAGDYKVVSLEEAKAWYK
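Giardia FBPA (40 nM reagent) was preincubated 10 min at RT with compound (up to 57.5 uM final), then substrate plus GAPDH/TPI/NAD/arsenate coupling system with diaphorase/resazurin was added; resorufin fluorescence (525/598 nm) was read after 20 min.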
* = called active by the depositor; ? = inconclusive; . = not tested or not shown; & = joins results of further samples; [ ] = another dose, or the depositor's remark. Unless noted, the call rests on the fitted dose curve; in most records, active means well fitted curve in the direction sought with a large enough effect; inconclusive means small, poorly fitted or top-dose-only effect, or another doubt; inactive means no such curve, though single readings can be large; an effect the other way counts as inactive or inconclusive. Unless noted, on the % scale 0 is the no-effect control and ±100 the full control effect.

SMILES	HCV inhibitor	Sm TGR block	AmpC no deterg	HCMV antiviral	AmpC inh detg	Giardia FBPA inh
Cc1ccc(C2=NS(=O)(=O)N(C)C(C(=O)NCc3ccc(F)cc3)=C2)cc1	-7%	5%	-43%	-25	1%	-9%
COc1ccc2[nH]c(C(=O)Nc3ccc4c(c3)OCO4)cc2c1	-12%	5%	-32%	-24	5%	-16%
Cc1cccc(-n2nnnc2SCc2csc(-c3ccccc3)n2)c1	-24%	-3%	1%	17	10%	-1%
COc1ccc(-c2cc(=NCCCCCC(=O)O)c3cc(C)ccc3o2)cc1	0%&5%	21%	18%	-18&37	7%	0%
O=C(NCc1ccncc1)c1cccc(S(=O)(=O)Nc2ccc(SC(F)F)cc2)c1	9%	1%	-53%	-13	0%	.
COc1cccc(N2CCN(C(=O)c3ccc(=O)oc3)CC2C)c1 (centres undefined)	20%	-14%	-15%	-19	-19%	0%
O=C(c1ccco1)N1CCN(C(=O)C2CC(=O)N(c3ccc(Cl)cc3)C2)CC1 (centres undefined)	1%	-23%	11%	9	0%	-6%
O=C1Nc2ccc(Br)cc2C1(O)c1ccccc1 (centres undefined)	2%	8%	-31%	3	?	4%
O=C(NNS(=O)(=O)c1ccc([N+](=O)[O-])cc1)c1ccc2ccccc2c1O	4%	-35%	-51%	-24	-11%	.
Cc1nonc1NC(=O)c1ccccc1Br	-2%	-3%	.	-20	-5%	-6%
Cc1ccc(S(=O)(=O)NCc2ccccc2)cc1C(=O)N1CCCC(C(F)(F)F)C1 (centres undefined)	-9%	-1%	-10%	?	-22%	.
Cc1ccc(S(=O)(=O)NNC(=O)c2sc(NS(=O)(=O)c3ccccc3)nc2C)cc1	21%	9%	-34%	20	4%	.
CCC(=O)N(CC)c1nc(-c2cc(OC)ccc2OC)cs1	?	3%	-3%	?	-18%	-9%
C=CCN1C(=O)C2(OCCCO2)c2cc(CCCC)ccc21	-10%	3%	8%	51	-18%	6%
O=C(COc1ccc(Cl)cc1Cl)N1CCCN(C(=O)COc2ccc(Cl)cc2Cl)CC1	?	0%	122%[activator]	-16	1%	-4%
Cc1oc(-c2cc(F)ccc2F)nc1CN1CCCN(C(=O)c2ccco2)CC1	-11%	-16%	27%	?	1%	0%
COc1cccc(NC(=O)c2oc3ccccc3c2NC(=O)C23CC4CC(CC(C4)C2)C3)c1	.	-2%	.	3	4%	.
O=C(NCC1CCN(Cc2ccc(F)cc2)CC1)C1CCCN(c2ncnc3c2nc2n3CCCCC2)C1 (centres undefined)	?	-11%	129%[activator]	-61*	6%	.
CC(=O)c1ccc(NC(=O)CSc2nnc(NC(=O)NC3CCCCC3)s2)cc1	.	8%	.	127	4%	.
CC(=O)N1CCN2C(=O)C1CCCC(=O)c1cc(C)ccc12 (centres undefined)	15%	-4%	-13%	-33	-1%	2%
Cc1ccc(C)c(N2CCN(C(=O)CCC(=O)Nc3nnc(CC(C)C)s3)CC2)c1	18%	-16%	-5%	-36	2%	.
Cc1cccc(C)c1-n1nnnc1SCC(=O)N1CCNC1=O	6%	9%	-15%	-31	-19%	.
c1ccc(Nc2ccccc2Nc2ccccn2)nc1	-2%	-6%	-39%	-15	-9%	-4%
Cc1cc(C(=O)Nc2ccccc2N2CCCCC2)no1	-28%	11%	-4%	-28	5%	2%
Cc1ccc2nc(Nc3ccccc3O)nc(-c3ccccc3)c2c1	11%	-14%	-22%	-3	-9%	-19%

Copied from the entries so far, 2 compounds:
SMILES	HCV inhibitor	Sm TGR block	AmpC no deterg	HCMV antiviral	AmpC inh detg	Giardia FBPA inh
O=C(NNS(=O)(=O)c1ccc([N+](=O)[O-])cc1)c1ccc2ccccc2c1O	4%	-35%	-51%	-24	-11%	.
Cc1nonc1NC(=O)c1ccccc1Br	-2%	-3%	.	-20	-5%	-6%

Continuation:
SMILES	HCV inhibitor	Sm TGR block	AmpC no deterg	HCMV antiviral	AmpC inh detg	Giardia FBPA inh
O=C(NCCCn1ccnc1)c1cc(Cl)cc(Cl)c1	2%	-11%	-12%	21	1%	-1%
Cc1c(Cl)cnc(NC(=O)COC(=O)c2ccc3c(c2)OCO3)c1Cl	?	-4%	-33%	-7	-3%	0%
COc1ccc2c(c1)c1ncn(CCN3CCNCC3)c(=O)c1n2C	-8%	-34%	14%	9	0%	-2%
O=C(CCC1N=C2c3ccccc3N=C(SCc3ccc(F)cc3)N2C1=O)NCCc1ccccc1 (centres undefined)	.	1%	.	-25	8%	.
CCC(CO)Nc1ccc([N+](=O)[O-])c2cccnc12 (centres undefined)	?	-12%	-23%	76	1%	0%
Nc1c(C(=O)CSc2ncccn2)c(=O)[nH]c(=O)n1C1CC1	18%	-31%	-21%	5	8%	.
CN1CCN(C(=O)C(C(=O)c2ccc(F)cc2)n2ccccc2=O)CC1 (centres undefined)	28%	3%	-29%	11	0%	5%
CSc1ccc(CN(C)C(=O)CSCC(=O)Nc2ccc(C)cc2)cc1	16%	4%	2%	-19	-19%	.
COc1cc(NCc2ccccc2O)c2ncccc2c1	-21%	-2%	-41%	18	-8%	-20%
CCOc1ccc(NC(=O)CN2CCN(C3CCCCC3)C(=O)C2=O)cc1	.	-2%	.	3	-5%	.
Cc1c(/C=N/NC(=O)CNc2ccccc2)c2ccccn2c1C(=O)c1ccc(Cl)cc1	-42%	-7%	2.5µM*	-30	0%	5%
C=CCn1c(N2CCN(c3ccc(OC)cc3)CC2)nc2c1c(=O)n(C)c(=O)n2C	?	-2%	142%[activator]	-21	-6%	1%
CCOc1ccc(CCNC(=O)Cc2nn[nH]n2)cc1OCC	6%	-2%	-7%	17	1%	?
CCCn1c(C(=O)c2ccccc2OC)nc2ccccc21	-4%	-22%	27%	-7	3%	0%
CCCNC(=O)C(Cc1ccccc1)NC(=O)c1ccc(-c2ccccc2)cc1 (centres undefined)	-4%	1%	-5%	16	-3%	.
CCCCc1ccc(NC(=O)c2ccc(NS(C)(=O)=O)cc2)cc1	?	28%	-19%	33	-5%	2%
Clc1cccc(Cl)c1OCCOCCNCc1ccccc1	-2%	-28%	-3%	34	?	?
COC(=O)c1ccc(OCC(=O)c2ccc(O)cc2O)cc1	3%	5%	-29%	-61*	?	10%
O=C(CSc1n[nH]c(-c2ccco2)n1)N1c2ccccc2Sc2ccccc21	-14%	35µM*	-45%	-22	-2%	-1%
CN(C)C(=O)CSc1ccc(S(=O)(=O)N2CCOCC2)cn1	-1%	-7%	-8%	-17	3%	.
Cc1c(C(=O)N(CC(C)C)c2c(N)n(Cc3ccccc3)c(=O)[nH]c2=O)sc2nc3n(c(=O)c12)CCC3	14%	-4%	-24%	-8	?	.
COc1ccc(/C=C(/NC(=O)c2ccc(OC)cc2)C(=O)NCCc2c[nH]c3ccccc23)cc1	?	2%	-19%	-17	-9%	-1%
COc1cccc(N/C(C)=C/C(=O)c2ccc(Br)cc2)c1	?	-15%	-45%	66	-15%	-9%
COc1cc2c(c(OC)c1OC)-c1c(cc3c(c1OC)OCO3)C1OC2[C@@H](C)[C@H]1C (some centres undefined)	-5%	6%	75%[activator]	-5	1%	-19%
COc1ccc(C(CNC(=O)c2cccc(S(=O)(=O)N3CCOCC3)c2)N2CCOCC2)cc1 (centres undefined)	10%	.	16%	16	.	.
SMILES	HCV inhibitor	Sm TGR block	AmpC no deterg	HCMV antiviral	AmpC inh detg	Giardia FBPA inh
CN(Cc1ccccc1)c1cc(Cl)nc(N)n1	12%	-1%	-17%	63	-7%	-2%
O=C(Cn1cnc2c(OCc3ccccc3)ncnc21)N[C@H](CO)Cc1cc2ccccc2[nH]1	15%	.	-15%	-12	.	.
COc1cccc(C(=O)NC(=S)Nc2ccc([N+](=O)[O-])cc2C)c1	-5%	-5%	-17%	9	?	?
O=C(Nc1cccc(NC(=O)C2C3CC4OC(=O)C2C4C3)c1)c1ccccc1 (centres undefined)	20%	14%	-27%	9	-8%	8%
Cc1ccccc1NS(=O)(=O)c1ccc(C(=O)N2CCCC(C(F)(F)F)C2)cc1 (centres undefined)	-10%	-17%	0%	?	0%	.
CCOC(=O)Cn1cc(C#N)c(=O)[nH]c1=O	10%	4%	-5%	-20	10%	-9%
Cc1nn(Cc2ccccc2Cl)c(C)c1NC(=O)CCCn1nc(C)c([N+](=O)[O-])c1C	?	-23%	173%[activator]	-31	-6%	.
COc1ccc(Cl)c2c1[nH]c1nc(SCc3ccccn3)nnc12	?	-2%	93%[activator]	62	4%	-9%
CNC(=O)COc1ccc(Cl)c2cccnc12	16%	.	-5%	-4	0%	-1%
CC1CCN(C(=O)CN2C(=O)c3cccc4cccc(c34)C2=O)CC1	-13%	-12%	-9%	?	-5%	-2%
Cc1nc(NC(=O)CSc2nc3cccnc3n2C2CCCCC2)sc1C	2%	-14%	0%	-6	?	-9%
CCN1C(=O)C(CC(=O)Nc2ccc(OC)cc2)N(Cc2cccnc2)C1=S (centres undefined)	2%	-28%	11%	-27	-16%	2%
CC(=O)Nc1ccccc1NC(=O)C/C(C)=N/NC(=O)C1CCCCC1	21%	4%	-13%	-18	-11%	3%
COc1ccccc1OCc1nc(C#N)c(N2CCC(C(N)=O)CC2)o1	6%	21%	-19%	-2	-5%	0%
CCOC(=O)CC(=O)CSc1nc(-c2cccnc2)cc(C)c1C#N	3%	13%	-12%	24	-14%	2%
CCN(CC)S(=O)(=O)c1cc([N+](=O)[O-])ccc1N=Nc1c(O)n(C)c2ccccc12	12%	2%	-8%	-38	?	0%
O=C(CCc1nnc(C2CCCCC2)o1)NCc1ccc(F)c(F)c1	-10%	3%	27%	-11	5%	-3%
COc1ccc(NS(=O)(=O)c2cccc(C(=O)NNC(=O)c3cccn3C)c2)cc1	-12%	2%	-18%	34	?	.
CCOC(=O)C1CCN(Cc2nc3ccccc3c(=O)n2-c2ccc(F)cc2)CC1	25%	0%	42%	36	?	-5%
CCOC(=O)c1cccc(NC(=O)CSc2nnnn2C)c1	8%	6%	-23%	-9	-8%	-4%
O=C(Nc1ccc(Cl)cc1)Nc1cc([N+](=O)[O-])ccc1F	-2%	4%	-10%	-79*	-10%	0%
COC(=O)c1ccc(CSc2ncnc3ccccc23)o1	-8%	6%	-5%	-24	?	4%
Cc1ccc(C(=O)c2c(N)c(C(=O)Nc3ccccc3Cl)c3ccccn23)cc1	.	1%	.	13	15%	.
CCOc1ccc(-c2nnc(SCC(=O)Nc3cc(F)ccc3F)o2)cc1	.	-36%	.	?	9%	.

In the list so far, 2 have a CF3 group:
SMILES	HCV inhibitor	Sm TGR block	AmpC no deterg	HCMV antiviral	AmpC inh detg	Giardia FBPA inh
Cc1ccc(S(=O)(=O)NCc2ccccc2)cc1C(=O)N1CCCC(C(F)(F)F)C1 (centres undefined)	-9%	-1%	-10%	?	-22%	.
Cc1ccccc1NS(=O)(=O)c1ccc(C(=O)N2CCCC(C(F)(F)F)C2)cc1 (centres undefined)	-10%	-17%	0%	?	0%	.

A second format for some results above:
smiles | HCV inhibitor | Sm TGR block | AmpC no deterg | HCMV antiviral | AmpC inh detg | Giardia FBPA inh
Cc1nn(Cc2ccccc2Cl)c(C)c1NC(=O)CCCn1nc(C)c([N+](=O)[O-])c1C | ? | -23% | 173%[activator] | -31 | -6% | .
COc1ccc(Cl)c2c1[nH]c1nc(SCc3ccccn3)nnc12 | ? | -2% | 93%[activator] | 62 | 4% | -9%
